Source: PubChem BioAssay (National Center for Advancing Translational Sciences (NCATS))
HEK293 tox: cytotoxic compounds in HEK 293 cells | AID 1345083 | actives 6.6% (n = 94,000) | HEK 293 viability, ATP luminescence (CellTiter-Glo), 48-72 h | Potency, µM (titrated, usually from 115 µM), for inactives: top-dose activity change, negative = cytotoxicity, actives largely listed as inhibitors; note: potency is the fitted concentration of half-maximal effect; nearly all actives have a fitted effect of over 60% in size
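Read-out: CellTiter-Glo ATP luminescence. Cells: HEK 293, 250 cells/well. Exposure: 48 or 72 hr, 37 degree Celsius.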
SNCA viab count: counter-screen for SNCA expression inhibitors: cell viability. HEK-293-SNCA-luc viability, GF-AFC fluorescence, 24 h. Potency, µM (top dose mostly 57.1 µM), without a hit: top-dose activity change, negative = cytotoxicity, hits mostly cytotoxic. actives 0.12% (n = 150,000);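 note: potency is the fitted concentration of half-maximal effect; 0% = DMSO-treated cells and -100% = medium-only wells without cells; nearly all actives have a fitted effect of over 30% in size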
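HEK-293-SNCA-luc cells (1500/well) plated 24 h, then exposed 24 h to a dilution series; GF-AFC added 30 min at 37C, fluorescence 405/540 nm; normalised to medium-only and DMSO wells, Hill fit.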
3T3 cytotox: kills NIH 3T3 cells; NIH 3T3 viability, CellTiter-Glo ATP luminescence, 48-72 h; Potency, µM (series often up to 96.7 µM), for the others: at the top dose activity change, negative = cytotoxicity, usual class: inhibitors; AID 1345082; actives 4.3% (n = 94,000); note: potency is the fitted concentration of half-maximal effect; nearly all actives have a fitted effect of over 55% in size
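NIH 3T3 cells at 400 cells/well received 23 nL of compound by pintool and were incubated 48 or 72 h at 37 °C. Viability was read as ATP-coupled CellTiter-Glo luminescence.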
Luciferase inh: Photinus pyralis luciferase inhibition; purified P. pyralis luciferase, luminescence, biochemical; actives 2.5% (n = 76,000); Potency, µM (series often up to 115 µM), inactives show top-dose activity change, negative = inhibition, usual class: inhibitors; P08659; AID 1347043; note: potency is the fitted concentration of half-maximal effect; nearly all actives have a fitted effect of over 65% in size
Target sequence (P08659 whole entry, looked up): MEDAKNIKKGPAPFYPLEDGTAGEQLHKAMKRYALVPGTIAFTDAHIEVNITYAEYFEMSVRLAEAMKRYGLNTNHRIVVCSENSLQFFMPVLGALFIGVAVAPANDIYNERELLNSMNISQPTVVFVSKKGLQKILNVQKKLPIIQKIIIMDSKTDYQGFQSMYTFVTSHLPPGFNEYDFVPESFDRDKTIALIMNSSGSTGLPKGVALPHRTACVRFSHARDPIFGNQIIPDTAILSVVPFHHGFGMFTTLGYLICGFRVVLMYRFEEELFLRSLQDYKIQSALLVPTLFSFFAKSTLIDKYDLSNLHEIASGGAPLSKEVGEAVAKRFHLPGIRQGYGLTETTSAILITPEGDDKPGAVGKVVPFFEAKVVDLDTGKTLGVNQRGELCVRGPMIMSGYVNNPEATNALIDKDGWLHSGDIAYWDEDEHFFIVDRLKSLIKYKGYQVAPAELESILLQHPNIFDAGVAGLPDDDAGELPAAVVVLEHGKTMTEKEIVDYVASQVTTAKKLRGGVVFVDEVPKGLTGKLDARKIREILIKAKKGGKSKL
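Luminescence read by CCD imager after adding enzyme (10nM final) to wells holding compound, titrated in qHTS. Substrates 10uM each D-luciferin and ATP; buffer 50mM Tris acetate pH 7.5, 10mM Mg acetate, Tween-20, BSA.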
SNCA expr inhib: reduces expression of the alpha-synuclein gene; HEK-293 SNCA-luciferase knock-in, luminescence, 24 h; AID 1671194; Potency, µM (top dose mostly 57.2 µM), for inactives: at the top dose activity change, negative = inhibition, hits mostly inhibitors; actives 0.17% (n = 140,000);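 note: potency is the fitted concentration of half-maximal effect; plate controls were DMSO cells for no effect and cell-free wells for full effect; nearly all actives have a fitted effect of over 45% in size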
GPT2 inhibitor: blocks human glutamate pyruvate transaminase 2; Q8TD30; Recombinant GPT2, coupled pyruvate oxidase/HRP Amplex Red fluorescence; Potency, µM (doses to about 57.7 µM), for the others: top-dose activity change, negative = inhibition, actives largely listed as inhibitors; actives 0.25% (n = 100,000); AID 1671188; note: potency is the fitted concentration of half-maximal effect; nearly all actives have a fitted effect of over 60% in size; many of its hits are not listed in these tables
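Fluorescence of coupled pyruvate oxidase/HRP/Amplex Red system (50uM Amplex, 30 min, dark) reports pyruvate formed by GPT2. Enzyme reaction: 10ng/uL GPT2, 2mM L-alanine, 250uM a-KG, 30 min room temperature, pH 7.5; 50uM AOA control.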
IP6K1 inhibitor: IP6K1 kinase inhibition. IP6K1 kinase, ADP-Glo luminescence, 2 h; stronger effect = lower value. activity change, % (series mostly up to about 58 µM). actives 0.81% (n = 140,000). AID 1645851; in the data active = activity change below about -25%
Target sequence (Q92551 whole entry, looked up): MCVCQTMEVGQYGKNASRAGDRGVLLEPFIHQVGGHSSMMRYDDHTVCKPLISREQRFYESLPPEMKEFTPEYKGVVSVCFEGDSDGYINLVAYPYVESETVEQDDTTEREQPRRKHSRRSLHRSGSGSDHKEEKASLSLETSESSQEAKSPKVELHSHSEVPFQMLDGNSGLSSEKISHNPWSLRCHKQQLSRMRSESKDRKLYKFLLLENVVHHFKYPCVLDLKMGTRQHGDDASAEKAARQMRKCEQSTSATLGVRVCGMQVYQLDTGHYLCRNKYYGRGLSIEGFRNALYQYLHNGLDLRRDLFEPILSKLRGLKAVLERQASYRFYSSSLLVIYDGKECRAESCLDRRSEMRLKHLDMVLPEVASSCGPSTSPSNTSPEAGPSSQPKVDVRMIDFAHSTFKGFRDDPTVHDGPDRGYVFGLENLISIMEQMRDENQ
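ADP-Glo luminescence measures ADP made by human IP6K1 during a 2 h RT reaction with ATP/IP6 (mix at 1.3 mM/130 uM); top library doses 57.5 and 19.1 uM final.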
* = called active by the depositor; i = inactive; ? = inconclusive; . = no result given; [ ] = dose if it differs, or a comment. Unless noted, calls come from the whole dose curve; as a rule, active = well fitted curve in the direction sought with a large enough effect; inconclusive = small, poorly fitted or top-dose-only effect, or another doubt; inactive = no such curve, though single readings can be large; an effect the other way counts as inactive or inconclusive. Unless noted, % is set by controls: 0 for no effect and ±100 for the full control effect. The list is partial, so the mix of outcomes need not match the whole.

SMILES | HEK293 tox | SNCA viab count | 3T3 cytotox | Luciferase inh | SNCA expr inhib | GPT2 inhibitor | IP6K1 inhibitor
O=C1NC2(CCCN([S+](=O)([O-])c3cccs3)C2)Oc2ccccc21 (stereo not drawn) | ? | 10% | ? | -7% | 34%[activator] | -7% | 20
CCN1CCN(Cc2c(O)ccc3c(=O)c(Oc4ccccc4C(C)C)c(C(F)(F)F)oc23)CC1 | . | -5% | . | . | 6% | . | -6
CN1CC(=O)N(C2CCCC2)Cc2c(NCC3CC3)ncnc21 | i | 2% | -10% | . | -3% | 2% | 12
CC(C)c1ccc(NC(=O)CSc2nc3ccccc3nc2Cc2ccccc2)cc1 | . | -1% | . | . | -9% | . | -5
Cc1ccccc1Cn1c(SCc2ccc(C(=O)NCCc3ccccc3)cc2)nc2ccncc21 | . | ? | . | . | 81%[activator] | . | -11
CC(C)NC(=O)N[C@H]1CCN2C(=O)c3cc(Br)ccc3NC(=O)[C@@H]2C1 | ? | 4%[87.6 µM] | -19%[174 µM] | -13%[172 µM] | 14%[87.6 µM] | -7%[88.5 µM] | 2
COc1ccc(NC(=O)Cn2nc3n(c2=O)CCCC3)c(OC)c1 | 16% | 8% | i | -6% | -19% | i | 16
Cc1ccc2c(c1)cc1c(=O)n(CC(=O)NC3CCCCC3)nc(C)n12 | . | 11% | . | . | -2% | . | -15
Cc1ccc(-n2nc3c(N4CCC(C(=O)NC(C)C)CC4)nnc(C)c3c2C)cc1 | . | -4% | . | . | -3% | . | 5
O=C(NCCc1ccccc1)c1nc2sccn2c1-c1ccncc1 | -8% | 7% | -23% | . | 2% | -12% | 6
COc1cc2c(c(OC)c1OC)-c1ccc(OC)c(=O)cc1[C@@H](NC(C)=O)CC2 | . | ? | . | . | ? | 1% | 28
O=C(Nc1ccccc1F)c1nc(S(=O)(=O)Cc2ccccc2F)ncc1Cl | . | ? | . | . | ? | . | 10
COCCn1cc(CN2CCN(Cc3cccc(F)c3)CC2)ccc1=O | ? | 3% | ? | -10% | 2% | ? | -5
C=CCOC(=O)C1=CN(Cc2ccccc2)S(=O)(=O)N=C1C | ? | 6% | -28% | 2% | 37%[activator] | i | 15
Cc1ccc(OCC(=O)c2ccc3c(c2)N(CCCC(=O)NCC2CC2)C(=O)CO3)cc1C | ? | -5% | -8% | -2% | 1% | i | -18
Cc1ccc(CNC[C@H]2Cn3ccnc3CO2)cc1 | -1%[230 µM] | -11%[87.6 µM] | 3%[174 µM] | -8%[230 µM] | 9%[87.6 µM] | i | 6
Cc1ccccc1CN1Cc2nc(-c3cncnc3)ccc2OCC1=O | ? | 5%[87.6 µM] | 100µM* | -4%[172 µM] | -6%[87.6 µM] | -1%[88.5 µM] | -12
Cc1ccccc1CN1CCc2nc(Nc3ccc4c(c3)OCCO4)ncc2C1 | . | -11% | . | . | 63% | . | 17
Cc1nn(C)c2ncnc(NCc3nn[nH]n3)c12 | -10% | 16% | -1% | 0% | 7% | -1% | 4
COc1ccc(O)c(CN2CCCC(Nc3ccc(F)cc3)C2)c1 (stereo not drawn) | -3% | 3% | -4% | -3% | -5% | -7% | 8
CC(=O)Nc1cccc(NC(=O)CN2C(=O)CCSc3ccccc32)c1 | . | -12% | . | . | 55%[activator] | . | -4
O=C1CC(c2ccccc2)N(C(=O)C2CCCC2)CCCCCCN1 (stereo not drawn) | 3% | -8% | -5% | -2% | -8% | -21% | 5
Cc1ccc(SCc2ccc(-c3nc(C4CCOC4)no3)o2)cc1 (stereo not drawn) | ? | 0% | ? | ? | 87%[activator] | -1% | 13
COCCn1ncc(N2CCC(NC(=O)C(C)c3ccccc3)CC2)cc1=O (stereo not drawn) | i | 6% | 4% | 2% | -1% | i | 13
O=C(NC1CC1)C1CN(c2cccc(Cl)c2)C(=O)N1 (stereo not drawn) | 0%[172 µM] | 8%[87.6 µM] | -6%[138 µM] | -10%[172 µM] | 12%[87.6 µM] | i | 3

Compound profiles, from the list above. Values in the order: HEK293 tox | SNCA viab count | 3T3 cytotox | Luciferase inh | SNCA expr inhib | GPT2 inhibitor | IP6K1 inhibitor
CN1CC(=O)N(C2CCCC2)Cc2c(NCC3CC3)ncnc21 in the list: i | 2% | -10% | . | -3% | 2% | 12
CC(C)c1ccc(NC(=O)CSc2nc3ccccc3nc2Cc2ccccc2)cc1 in the list: . | -1% | . | . | -9% | . | -5

A portion taken from the entries so far, as a working copy:
SMILES | HEK293 tox | SNCA viab count | 3T3 cytotox | Luciferase inh | SNCA expr inhib | GPT2 inhibitor | IP6K1 inhibitor
O=C1NC2(CCCN([S+](=O)([O-])c3cccs3)C2)Oc2ccccc21 (stereo not drawn) | ? | 10% | ? | -7% | 34%[activator] | -7% | 20
CCN1CCN(Cc2c(O)ccc3c(=O)c(Oc4ccccc4C(C)C)c(C(F)(F)F)oc23)CC1 | . | -5% | . | . | 6% | . | -6
CN1CC(=O)N(C2CCCC2)Cc2c(NCC3CC3)ncnc21 | i | 2% | -10% | . | -3% | 2% | 12
CC(C)c1ccc(NC(=O)CSc2nc3ccccc3nc2Cc2ccccc2)cc1 | . | -1% | . | . | -9% | . | -5

(list continues)
SMILES | HEK293 tox | SNCA viab count | 3T3 cytotox | Luciferase inh | SNCA expr inhib | GPT2 inhibitor | IP6K1 inhibitor
O=C(O)[C@@H]1C[C@H](C(=O)O)N1 | . | ? | . | . | 18% | i | .
CC(C)Oc1ccc(C(=O)Nc2ccc(-c3nc4ccccc4s3)cc2)cc1 | . | 11% | . | . | 102%[activator] | . | 20
CCn1cc(CN2CCC3(CCC3NC(=O)COC)CC2)cn1 (stereo not drawn) | i | -6% | -5% | -6% | ? | i | -8
CCc1ccc(NC(=O)CCS(=O)(=O)c2cc3c(cc2Cl)NC(=O)CO3)cc1 | . | 6% | . | . | -20% | . | -25
CN1CCN(c2nc3c(c(=O)[nH]2)CCN(Cc2ccc4[nH]ccc4c2)CC3)CC1 | -5% | 0% | i | 15% | -22% | 3% | 2
CC(=O)N1CC2(Cc3ccccc31)CN([S+](=O)([O-])c1cccs1)C2 | -28% | -16% | -32% | 4% | -10% | -11% | -5
COCC(=O)N1CCC2(CC1)Nc1ccccc1NC2=O | -4% | 1% | ? | -8% | -8% | -23% | 28
CCOC(=O)C1=C(CN(CC)Cc2ccccc2)NC(=O)NC1c1ccc(Cl)cc1 (stereo not drawn) | . | ? | . | . | ? | . | -6
CN(C)C(=O)c1ccc2nc(-c3cccnc3)oc2c1 | 2%[172 µM] | -6%[87.6 µM] | -7%[138 µM] | . | 12%[87.6 µM] | 0%[88.5 µM] | -2
CCCC1OC2C[C@@H]3[C@H]4CCC5=CC(=O)C=C[C@]5(C)[C@H]4C(O)C[C@]3(C)[C@]2(C(=O)CO)O1 (stereo partly drawn) | . | -11% | . | . | 5% | 1% | .
CCc1ccccc1NC(=O)C(CC)Oc1ccccc1-c1nnc(-c2ccccc2)o1 (stereo not drawn) | . | ? | . | . | 8.9µM* | . | 23
CC(=O)N1C[C@@H]2CCCN3CCC[C@@H]([C@H]23)[C@H]1CCCC(=O)N1CCN(C)CC1 | 13% | -16% | i | 11% | -7% | -11% | -11
COc1cccc(-c2nc(SCC(=O)NC3CCCC3)c(-c3ccc(F)cc3)[nH]2)c1 | . | ? | . | . | ? | . | 20
Cc1cc(C)cc(Nc2cc(C)nc3nncn23)c1 | . | -13% | . | . | 27% | . | 9
COC1CCC12CCN(Cc1ccc(C)o1)CC2 (stereo not drawn) | -13% | 4% | -27% | -1% | 22% | -1% | -7
Cc1sc2ccn(CC(C)C)c(=O)c2c1C(=O)NCc1cc(F)cc(F)c1 | ? | 3% | i | 11% | ? | i | -2
COC[C@H]1C[C@@H](NCc2ccc(F)cc2)[C@H](O)[C@@H]1O | i | 2%[87.6 µM] | i | -4%[230 µM] | -14%[87.6 µM] | i | -12
O=C(Cc1noc2ccccc12)N1CCCn2nc(CO)cc2C1 | i | -1% | i | 12% | 6% | -3% | 1
CCc1ccccc1NC(=O)Cn1nc(CC)n2c(cc3sccc32)c1=O | . | 0% | . | . | 38%[activator] | . | -9
CCN1CCCC2(CCN(C(=O)Cn3ccccc3=O)C2)C1=O (stereo not drawn) | 3% | 3% | -6% | -3% | 5% | ? | 0
CCc1cccc(NC(=O)Cn2c(C)cc3nc4n(c(=O)c32)CCCCC4)c1 | -19% | -5% | -28% | -1% | -10% | i | -12
CCNC(=O)[C@@H]1C[C@H](NC(=O)CCc2ccccc2)CN1Cc1cnc[nH]1 | 3% | -2% | i | 1% | 12% | -9% | 9
Cc1ccc(-c2cc(N3CCCN(C(=O)C(C)Oc4ccccc4)CC3)n[nH]2)cc1C (stereo not drawn) | ? | -12% | ? | 0% | 11% | ? | -4
c1cncc(Nc2cc3c(cn2)CN(Cc2ccsc2)CCN3)c1 | ? | -26%[87.6 µM] | ? | 20µM* | 66%[activator][87.6 µM] | 0%[88.5 µM] | -17
CNC(=O)[C@@H]1C[C@@H](Nc2ncnc(Oc3cccnc3C)c2C)CN1C | 2% | 1% | i | 7% | ? | -12%[11.5 µM] | 12

Further results:
SMILES | HEK293 tox | SNCA viab count | 3T3 cytotox | Luciferase inh | SNCA expr inhib | GPT2 inhibitor | IP6K1 inhibitor
NC(=O)CN1C(=O)CO[C@H]2CN(CC3CCCCC3)C[C@H]21 | 3%[172 µM] | 6%[87.6 µM] | i | -6%[172 µM] | -16%[87.6 µM] | -18%[88.5 µM] | 2
COc1ccc2c(c1)CC(C(=O)Nc1ccc(OC)cc1OC)CO2 (stereo not drawn) | . | -1% | . | . | -7% | . | 9
CC(c1nn[nH]n1)n1ccnc1-c1cn(C2CCNCC2)nn1 (stereo not drawn) | i | -1% | i | -2% | 2% | 0% | -8
CC(C)N(Cc1ccccc1)C(=O)C1CCCN(c2ncnc3onc(-c4ccc(F)cc4)c23)C1 (stereo not drawn) | . | ? | . | . | ? | . | -12
O=C(CNC(=O)c1ccc(-c2cnc3ccccc3c2)cc1)NC1CCCCCC1 | ? | ? | ? | . | -4% | i | 4
CCCSCCCNC(=O)C1CCN(C(=O)c2cnn(-c3ccccc3)c2-n2cccc2)CC1 | . | 4% | . | . | -28% | . | -6
CCc1nnc2c(Nc3ccc(N(CC)CC)cc3C)nc3ccccc3n12 | . | -13% | . | . | 14% | . | -2
COC[C@H]1C[C@H]2C[C@H](OC(=O)Nc3cccc(Cl)c3)[C@@H](NC(=O)Nc3cccc(Cl)c3)[C@@]2(O)CO1 | ? | 6%[12.5 µM] | ? | . | -21%[17 µM] | -4%[17.1 µM] | 14
COC1CCOC2(CCN(C(=O)c3cc(-c4ccccc4)n[nH]3)CC2)C1 (stereo not drawn) | -8% | -4%[12.5 µM] | i | -12% | -11% | i | 5
CCN(CC)c1ccc(NC(=O)CN2CCN(CC(=O)Nc3ccccc3OC)CC2)cc1 | . | 7% | . | . | 1% | . | -12
COc1ccc(S(=O)(=O)N2CCC(C(=O)Nc3ccc(Oc4ccccc4)cc3)CC2)cc1 | . | 6% | . | . | -15% | . | -1
O=C(Nc1ccc(S(=O)(=O)Nc2ncccn2)cc1)c1cc(=O)c2ccccc2o1 | . | 2% | . | . | -17% | . | 33
